AHR act – AHR activators, primary screen, cell-based, luminescence, luciferase reporter, human. Aryl hydrocarbon receptor (Homo sapiens), P35869. AHR-responsive luciferase reporter cells. activation, % at 5 µM. 320,000 tested, 2.5% active; in the data active = activation above about 47%;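 also: 0% = vehicle wells and 100% = reference agonist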
HCV core dimer – inhibitors of HCV core protein dimerization, primary screen, biochemical, TR-FRET, high-throughput; TR-FRET GST/Flag-core106 dimerization, 1536-well; inhibition, % at 5 µM; 300,000 tested, 0.33% active;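 active = inhibition above the mean of all tested compounds plus 3 SD, set per screening campaign, cut at about 45% in these data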
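Assay system: tagged HCV core106 pair (GST and Flag); medium: KF-containing HEPES buffer, pH 7.45, DTT, CHAPS, BSA; also added: Eu donor and XL665 acceptor anti-tag antibodies; dosing: 5 µM single dose; timing: compound-protein-antibody incubation 4 h at 22.5 °C; signal: TR-FRET 671 and 617 nm emission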
PAFAH2 inh – PAFAH2 enzyme inhibitors, primary screen, biochemical, fluorescence polarization, human; inhibition, % at 3.39 µM; 340,000 tested, 0.99% active; recombinant PAFAH2, FP-rhodamine activity probe; Platelet-activating factor acetylhydrolase 2, cytoplasmic (Homo sapiens), Q99487;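 active = inhibition above the mean over all tested compounds plus 3 SD, cut at about 30% in these data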;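 also: inhibitors block probe labeling of enzyme so polarization drops; 0% = enzyme with DMSO and 100% = wells lacking PAFAH2 protein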
TPT1 inh – Candida albicans TPT1 enzyme inhibitors, primary screen, biochemical, fluorescence polarization; 300,000 tested, 0.81% active; tRNA 2'-phosphotransferase TPT1 (Candida albicans SC5314); recombinant caTPT1, FP RNA substrate dephosphorylation; AID 1962, 2009; inhibition, % at 5 µM;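 active = inhibition above the mean of all tested compounds plus 3 SD, set per screening campaign, cut at about 24% in these data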;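 also: plate controls were DMSO alone for no effect and ferristatin control at 100 nM for full effect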
PP5 inh – PP5 phosphatase inhibitors, primary screen, biochemical, fluorescence; Serine/threonine-protein phosphatase 5 (Homo sapiens), P53041; purified PP5c, OMFP substrate fluorescence; inhibition, % at 6.7 µM; 320,000 tested, 0.18% active; AID 1987, 2009;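 active = inhibition above the campaign's mean inhibition across all tested compounds plus 3 SD, cut at about 9.5% in these data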;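 also: 0% = DMSO only and 100% = 100 µM cantharidin control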
Target sequence (P53041 whole entry, looked up): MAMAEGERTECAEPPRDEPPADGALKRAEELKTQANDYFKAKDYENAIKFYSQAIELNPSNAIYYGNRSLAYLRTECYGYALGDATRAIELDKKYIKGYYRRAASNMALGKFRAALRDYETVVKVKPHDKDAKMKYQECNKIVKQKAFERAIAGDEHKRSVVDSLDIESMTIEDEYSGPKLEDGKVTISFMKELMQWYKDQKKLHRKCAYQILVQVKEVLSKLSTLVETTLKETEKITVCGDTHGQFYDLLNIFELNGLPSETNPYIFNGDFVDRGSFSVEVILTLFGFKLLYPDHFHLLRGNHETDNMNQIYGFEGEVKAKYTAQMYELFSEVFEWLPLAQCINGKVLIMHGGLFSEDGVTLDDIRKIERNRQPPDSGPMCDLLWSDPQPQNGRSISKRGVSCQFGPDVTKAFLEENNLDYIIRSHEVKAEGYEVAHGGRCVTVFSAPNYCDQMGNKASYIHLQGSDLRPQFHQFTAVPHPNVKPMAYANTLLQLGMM
PP1 counter – PP1-alpha phosphatase inhibitors, primary screen, counter-screen for PP5 inhibitor project, biochemical, fluorescence, OMFP substrate, single point; 320,000 tested, 0.9% active; AID 2235, 2010; purified PP1alpha; Serine/threonine-protein phosphatase PP1-alpha catalytic subunit (Homo sapiens), P62136; inhibition, % at 6.7 µM;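 active = inhibition above the mean inhibition of all tested compounds plus 3 SD, computed separately for each screening campaign, cut at about 15% in these data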
CTSL1 counter – Fasciola hepatica cathepsin L1 inhibitors, primary screen, counter-screen for PFM18AAP inhibitor project, biochemical, QFRET, fluorogenic peptide substrate | recombinant F. hepatica cathepsin L1, Z-Leu-Arg-MCA fluorescence | inhibition, % at 5.96 µM | 300,000 tested, 0.49% active | AID 1906, 2009;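 active = inhibition above the mean of all tested compounds plus 3 SD, set per screening campaign, cut at about 17% in these data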;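 also: 0% = plate median of test compound wells and 100% = 1 µM Z-Phe-Ala-diazomethylketone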
procasp7 counter – procaspase-7 activators, primary screen, counter-screen for procaspase-3 activator project, biochemical, absorbance, HTS, human. Caspase-7 (Homo sapiens), P55210. recombinant procaspase-7, Ac-DEVD-pNA absorbance 405 nm; D23A/D198A/D206A triple mutant, cannot self-cleave; scale: DMSO 0, 5 µM enzyme 100. activation, % at 8.5 µM. 330,000 tested, 0.093% active. AID 463210, 2010;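 active = percent activation above the screen-wide mean plus 3 SD, cut at about 25% in these data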
Target sequence (P55210 whole entry D23A/D198A/D206A): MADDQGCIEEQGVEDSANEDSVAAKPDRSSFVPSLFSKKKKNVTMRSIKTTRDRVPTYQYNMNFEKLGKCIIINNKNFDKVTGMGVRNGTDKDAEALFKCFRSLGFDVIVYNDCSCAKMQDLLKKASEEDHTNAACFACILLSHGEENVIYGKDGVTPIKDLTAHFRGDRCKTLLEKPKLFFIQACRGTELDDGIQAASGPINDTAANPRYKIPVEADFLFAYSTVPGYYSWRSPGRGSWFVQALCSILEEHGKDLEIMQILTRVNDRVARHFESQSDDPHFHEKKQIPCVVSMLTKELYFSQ
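System: Procaspase-7 triple mutant (PC-7 D3A); measure: % activation from two-timepoint absorbance difference, scaled to controls; times: 1 h compound preincubation, 2 h substrate cleavage, 25 °C; also added: Ac-DEVD-pNA substrate, 400 µM as added; measured by: Epi-absorbance of released pNA at 405 nm, two timepoints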
procasp3 activ – activators of human procaspase-3 D3A mutant, primary screen, biochemical, absorbance, PC-3 D3A mutant, single concentration; Caspase-3 (Homo sapiens), P42574; recombinant procaspase-3 D3A, Ac-DEVD-pNA absorbance 405 nm; activation, % at 8.5 µM; 330,000 tested, 0.11% active; AID 463141, 2010;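 active = activation above the mean of all tested compounds plus 3 SD, cut at about 21% in these data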;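 also: 0% = DMSO alone and 100% = DMSO wells spiked with extra 5 µM PC-3 D3A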
Target sequence (P42574 whole entry D9A/D28A/D175A): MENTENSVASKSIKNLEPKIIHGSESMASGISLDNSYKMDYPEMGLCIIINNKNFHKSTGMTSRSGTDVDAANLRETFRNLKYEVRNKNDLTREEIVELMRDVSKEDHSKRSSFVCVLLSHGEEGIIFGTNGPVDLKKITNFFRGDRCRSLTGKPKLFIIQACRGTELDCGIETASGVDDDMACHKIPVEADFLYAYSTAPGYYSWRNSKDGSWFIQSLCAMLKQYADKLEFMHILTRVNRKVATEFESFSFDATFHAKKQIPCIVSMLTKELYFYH
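Test system: Procaspase-3 D3A mutant; medium: Zinc-free HEPES/NaCl buffer with 0.01% Triton X-100 at pH 7.4; reagent: DEVD-pNA substrate; doses: one concentration, 8.5 µM nominal, 0.8% DMSO; times: 1 h preincubation plus 2 h reaction at 25 °C; signal: Epi-absorbance at 405 nm of released p-nitroaniline, 0 and 120 min; replicates: singlicate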
An asterisk follows results filed as active; . = no result given. The order is random; about 5.6% have a hit in one of these screens.

SMILES	AHR act	HCV core dimer	PAFAH2 inh	TPT1 inh	PP5 inh	PP1 counter	CTSL1 counter	procasp7 counter	procasp3 activ
CC1CCC(NC(=O)COc2ccccc2C(N)=O)CC1 (stereo unspecified)	0	-7	-1	-3	0.6	-1	2	-9	-2
Cc1cc(Cl)cc(C)c1OCCn1ccnc1	10	6	0	3	1.4	2	0	1	-1
COC(=O)c1cc(-c2c(C)oc3cc(O)ccc3c2=O)c(C)o1	-1	1	6	-4	-0.2	-3	1	-1	3
O=C(CCNS(=O)(=O)c1ccc(OC(F)(F)F)cc1)NC1CC1	0	.	7	.	.	.	.	8	5
O=C(CSc1ccc(F)cc1)Nc1nnc(-c2ccco2)o1	2	-9	6	0	2.4	-4	7	11	3
COc1ccc(CSc2nc3nc(C)cc(C)n3n2)cc1F	-2	5	1	1	4.4	4	-1	-11	2
O=C1CC/C=C\C[C@@H](CC(=O)N(CCO)Cc2ccccc2)C(=O)N[C@H](Cc2ccccc2)CO1	-1	.	3	.	.	.	.	3	4
OC1COC(O)C(O)C1O (stereo unspecified)	-1	7	11	-1	1.6	-4	-1	2	5
O=C(COc1ccccc1[N+](=O)[O-])N/N=C/c1ccc(O)c([N+](=O)[O-])c1	1	-5	8	61*	2.8	0	2	3	0
Brc1ccccc1-n1nnc(-c2cccnc2)n1	-1	-10	3	-3	2.7	2	-4	6	0
COc1ccc(OC)c(C(C)NC(=O)c2ccco2)c1 (stereo unspecified)	10	1	5	0	-1.1	-2	-7	2	3
O=S1(=O)CCN(Cc2cccc(C(F)(F)F)c2)CC1	-1	-3	-6	-1	-2.8	4	-3	11	7
CC(C)Nc1nc(Oc2ccc(Cl)cc2)cc(C(F)(F)F)n1	-2	-5	-3	-3	0.5	1	-2	15	8
COc1cc(CN2CCNC(=O)C2CC(=O)N2CCCN(C(C)=O)CC2)cc(OC)c1 (stereo unspecified)	5	9	0	-5	1.8	1	-2	9	-10
CCOC(=O)C1(CCOC)CCN(Cc2nc(-c3cccs3)oc2C)CC1	2	-14	4	-2	0.1	2	-3	1	-4
COc1cc(OC)cc(C(=O)N2CCN(c3ccccn3)CC2)c1	2	7	-1	-2	-0.8	-2	-2	0	3
Cc1n[nH]c(C)c1S(=O)(=O)N1CCCC(C(=O)NC2CCCc3ccccc32)C1 (stereo unspecified)	12	-1	2	-2	1.0	-3	1	3	7
CCCCn1c(NCc2ccc3c(c2)OCO3)nc2ccccc21	9	5	4	-1	0.1	-1	5	-19	-1
CCNC(=O)COC(=O)c1cc(C)n(-c2ccccc2)c1C	2	-1	4	1	0.7	-6	-1	3	-3
CC(=O)N1CCN(CC(=O)Nc2c(Cl)cccc2Cl)CC1	-1	-7	-5	2	1.5	1	2	4	2
C=C(C)c1cccc(C(C)(C)NC(=O)NNC(=O)c2ccccc2O)c1	3	-2	35*	7	2.7	4	4	0	-2
COc1cccc(CNC(=O)COC(=O)/C(C#N)=C/c2ccc(N(C)C)cc2)c1	0	.	-13	.	-0.9	0	.	1	10
Cc1ccc(NC(=O)c2ccc(NCCN)c([N+](=O)[O-])c2)cc1	45	1	-5	-1	4.6	0	1	2	3
CCOCC(=O)Nc1ccc2c(c1)N(S(=O)(=O)c1cccs1)CCC2	-1	1	-10	3	-2.2	-5	-3	4	7
Cc1ccc(-c2nnc(SCC(N)=O)n2C)cc1	1	-5	-5	-1	-0.4	0	-2	11	8

With a hit mark in PAFAH2 inh (from the list above):
Molecule	AHR act	HCV core dimer	PAFAH2 inh	TPT1 inh	PP5 inh	procasp3 activ
C=C(C)c1cccc(C(C)(C)NC(=O)NNC(=O)c2ccccc2O)c1	3	-2	35*	7	2.7	-2

Further entries follow:
SMILES	AHR act	HCV core dimer	PAFAH2 inh	TPT1 inh	PP5 inh	PP1 counter	CTSL1 counter	procasp7 counter	procasp3 activ
CCOC(=O)/C(C#N)=C\c1ccc(OC)c(OC)c1	-1	-9	-1	-2	1.4	5	2	-2	13
CC(=O)c1cnc2nc(SCc3ccc(C)cc3)nn2c1C	-1	-2	0	1	-0.1	-3	2	6	-1
Cn1cnnc1SCC(=O)c1cc2ccccc2o1	6	11	-6	4	-2.2	-3	2	5	-2
COc1cc(N/N=C/c2ccccc2O)ncn1	17	-8	-12	1	1.2	2	2	-6	-5
N#Cc1ccccc1Sc1ccccc1C(=O)OCC(=O)NC12CC3CC(CC(C3)C1)C2	3	-13	50*	-3	4.6	14	2	3	2
O=c1[nH][nH]c(C(F)(F)F)c1/C=N/N1CCOCC1	0	1	0	1	2.4	4	-1	1	-7
COc1ccc(N(C(=O)c2ccco2)C(C(=O)NC2CCCC2)c2ccccc2)cc1 (stereo unspecified)	0	7	0	-4	-1.1	-1	0	-4	8
Cc1occc1-c1nnc(SCC(=O)c2ccc(Cl)cc2)n1C	-2	5	-1	-3	0.2	-2	-1	-4	12
CS(=O)(=O)N(CC(=O)Nc1ccccc1Br)Cc1ccccc1	0	2	0	2	2.7	-1	0	1	6
COc1ccc(NC(=O)CSc2n[nH]c(C(C)C)n2)c([N+](=O)[O-])c1	2	-4	0	3	-0.1	-3	-2	6	-1
COC(=O)[C@H](Cc1ccccc1)NC(=O)N1CCCCC1C (stereo partly specified)	0	0	1	-3	-0.6	-2	-5	6	-7
CCCCn1c(N)c(N(CCC(C)C)C(=O)COC(=O)c2sccc2C)c(=O)[nH]c1=O	0	.	-2	.	2.3	-2	.	-6	-6
Cc1ccc(NC(=O)NN(C)c2c(Cl)c(Cl)nn2C)cc1	3	-2	-1	-1	1.6	1	2	7	13
Cc1ccccc1NC(=O)C1CCCN1S(=O)(=O)c1ccc2c(c1)n(C)c(=O)c(=O)n2C (stereo unspecified)	3	2	1	-7	-1.3	-2	-1	5	-2
Cc1onc(-c2c(Cl)cccc2Cl)c1C(=O)N(C)Cc1ccccc1	0	-9	2	-2	0.8	2	1	5	6
CC(=O)Nc1ccc(OCC(O)CN2CCN(Cc3ccccc3)CC2)cc1 (stereo unspecified)	-2	1	-3	-1	0.0	-1	0	4	6
COc1ccc(C(=O)Nc2ccccc2C(=O)NC(Cc2ccc(O)cc2)C(=O)NNC(=O)c2ccc(C)cc2)cc1 (stereo unspecified)	11	7	-17	1	1.8	1	0	-6	1
CCOC(=O)C1=C(C)N(CCCC(=O)O)C(=O)NC1c1ccccc1Cl (stereo unspecified)	-1	11	.	-3	0.9	-4	2	5	2
CC1(C)OC(C(=O)NC2CCCCC2)C(C(=O)NC2CCCCC2)O1 (stereo unspecified)	2	-3	4	3	2.4	-2	-3	1	-3
O=C1c2ccccc2C(=O)N1CCc1nc(-c2cccnc2)no1	-2	-2	7	-2	1.3	-2	-1	8	0
CCOC(=O)C1=C(CSc2nc3ccccc3s2)NC(=O)NC1c1ccc(OC)cc1 (stereo unspecified)	24	1	3	1	3.6	11	2	7	-8
Cc1ccccc1SCC(=O)Nc1cccc(C#N)c1	16	2	2	-4	2.0	3	-6	6	1
O=C(CN1C(=O)C(=O)N(C2CCCC2)C1=O)Nc1ccc(Cl)cc1C(F)(F)F	-1	.	0	.	-2.9	-2	.	6	3
CCCn1nc(C(=O)OCC(=O)Nc2ncc(Cl)c(C)c2Cl)c2ccccc2c1=O	1	16	-2	0	0.2	-3	-8	3	1
O=[N+]([O-])c1ccc(Nc2cccc(F)c2)nc1	-5	-3	-3	0	0.0	4	-6	-12	-8

Of the compounds above, these contain bromine:
SMILES	AHR act	HCV core dimer	PAFAH2 inh	TPT1 inh	PP5 inh	PP1 counter	CTSL1 counter	procasp7 counter	procasp3 activ
Brc1ccccc1-n1nnc(-c2cccnc2)n1	-1	-10	3	-3	2.7	2	-4	6	0
CS(=O)(=O)N(CC(=O)Nc1ccccc1Br)Cc1ccccc1	0	2	0	2	2.7	-1	0	1	6

Next structures:
SMILES	AHR act	HCV core dimer	PAFAH2 inh	TPT1 inh	PP5 inh	PP1 counter	CTSL1 counter	procasp7 counter	procasp3 activ
O=C(NN1C(=O)C2C3C=CC(O3)C2C1=O)c1cccc(Br)c1 (stereo unspecified)	-1	3	-5	-6	-0.7	-3	-1	-24	-17
O=C(COC(=O)CCC(=O)c1cccs1)NCc1cccs1	1	-4	7	-1	-1.4	-1	-63	4	3
CC(=O)c1cc(-c2ccccc2)n(CCC(=O)NC2CCCCC2)c1C	14	2	-3	-4	-1.1	-2	-1	9	2
CCc1nc(N2CCN(C(=O)CCl)CC2)c2c3c(sc2n1)CC(C)CC3 (stereo unspecified)	19	6	4	-1	2.1	8	13	15	-5
CN(C(=O)COC(=O)c1c2c(nc3ccccc13)/C(=C/c1cccc([N+](=O)[O-])c1)CCC2)C1CCS(=O)(=O)C1 (stereo unspecified)	0	11	-14	-1	1.2	7	3	9	1
O=C(NCCCCc1ccccc1)c1ccc(Br)o1	3	0	-7	-4	1.1	-4	-2	13	4
COc1ccc(CCNC(=O)CCCCCN2C(=O)c3ccccc3C2=O)cc1OC	1	2	5	-4	0.0	-2	1	-1	6
CC(NC(=O)COC(=O)/C=C/c1ccc(Cl)cc1)c1ccccc1 (stereo unspecified)	1	4	31*	0	-0.3	-3	3	-4	-5
COc1ccc(CN2CCN(c3ccccn3)CC2)cc1OCc1ccccc1	2	2	2	-2	2.2	-2	-4	6	6
CCCCn1c(N)c(N(CCOC)C(=O)c2ccc(-c3ccc(Cl)cc3)o2)c(=O)[nH]c1=O	4	0	6	1	-2.0	0	-1	-6	-3
CS(=O)(=O)c1cccc(-c2nnc(NC(=O)c3ccc4ncsc4c3)o2)c1	3	-2	-5	-2	1.0	-6	0	0	-5
Cc1cccc(CS(=O)(=O)Cc2ccc(C(=O)NCCCN3CCOCC3)o2)c1	0	-2	-3	-4	0.5	-2	0	9	-3
COc1ccc(N2CCN(C3=CC(=O)N(c4cccc(Cl)c4)C3=O)CC2)cc1	0	-2	1	2	2.3	-2	-1	6	-6
O=C(Cc1ccccc1Cl)NCc1cccnc1	1	-3	1	2	2.2	-3	1	10	-2
Cc1nn(CCC(=O)NNC(=S)Nc2ccccc2)c(C)c1Br	-2	3	-3	0	1.7	-1	1	1	-9
Cc1ccc(/C=N/NC(=O)CSc2nc3ccccc3o2)cc1	0	4	-5	-2	3.8	-1	5	10	0

Screening data from PubChem BioAssay.
